sgs1 mgt1: NCI yeast anticancer drug screen, S. cerevisiae sgs1 mgt1 strain; growth inhibition, % at 50 µM; 78,000 tested, 10% active;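 also: 0% = growth of vehicle-only cultures of the same strain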
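Inhibition of yeast growth, normalised to vehicle-treated controls, is reported for a strain bearing genetic alterations in DNA damage repair.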
bub3: NCI yeast anticancer drug screen, S. cerevisiae bub3 mutant strain; % growth inhibition at 50 µM; 78,000 tested, 9.9% active;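 also: 0% = growth of vehicle-only cultures of the same strain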
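In this screen, a yeast mutant lacking normal mitotic checkpoint function is challenged with compound. Relative growth versus vehicle gives the inhibition value.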
rad50: NCI yeast anticancer drug screen, S. cerevisiae rad50 strain | growth inhibition, % at 50 µM | 79,000 tested, 10% active | AID 155;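 also: 0% = growth of vehicle-only cultures of the same strain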
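DNA repair mutant yeast, compound exposure, growth read-out; inhibition is taken relative to vehicle.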
mlh1 rad18: NCI yeast anticancer drug screen, S. cerevisiae mlh1 rad18 strain. % growth inhibition at 50 µM. 79,000 tested, 11% active;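 also: 0% = growth of vehicle-only cultures of the same strain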
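Compound-treated yeast growth, normalised to vehicle controls. Strain bears defined DNA repair mutations.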
yeast cln2 rad14: NCI yeast anticancer drug screen, S. cerevisiae cln2 rad14 strain | % growth inhibition at 50 µM | 78,000 tested, 8.3% active | AID 165;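 also: 0% = growth of vehicle-only cultures of the same strain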
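The screen exposed genetically defined yeast (cln2 rad14) to test compounds and scored growth inhibition relative to vehicle-treated controls.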
yeast mec2-1: NCI yeast anticancer drug screen, S. cerevisiae mec2-1 strain. 79,000 tested, 9% active. growth inhibition, % at 50 µM. AID 157;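 also: 0% = growth of vehicle-only cultures of the same strain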
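Compounds were applied to mec2-1 yeast cells. Their growth was then compared with that of vehicle-treated cultures to give growth inhibition.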
The depositor's hits bear a star; · = no result given; & = joins results of further samples; ! = not active in a repeat. Rule as the data show it: active = growth inhibition above about 70%; inactive = the rest.

Preview:
| entry | Molecule | sgs1 mgt1 | bub3 | rad50 | mlh1 rad18 | yeast cln2 rad14 | yeast mec2-1 |
| --- | --- | --- | --- | --- | --- | --- | --- |
| 1 | N#CC(Cc1ccccc1)C(=O)O (centres undefined) | -5 | 1 | 2 | 1 | 2 | 0 |
| 2 | Cc1ccc(/C=C/C(=O)C(C)(C)CN(C)CCN(C)C)cc1 | -5 | 7 | 10 | 19 | -8 | -1 |
| 3 | CCCCCCCC(CCCCCCC)(C(=O)OCC)C(=O)OCC | 9 | 0 | 7 | 1 | -38 | -2 |
| 4 | O=C1OC(c2cccc(C(F)(F)F)c2)c2ccc3ccccc3c21 (centres undefined) | 11 | 11 | 14 | 23 | 18 | 0 |

Main list, previewed entries included:
| entry | Molecule | sgs1 mgt1 | bub3 | rad50 | mlh1 rad18 | yeast cln2 rad14 | yeast mec2-1 |
| --- | --- | --- | --- | --- | --- | --- | --- |
| 1 | N#CC(Cc1ccccc1)C(=O)O (centres undefined) | -5 | 1 | 2 | 1 | 2 | 0 |
| 2 | Cc1ccc(/C=C/C(=O)C(C)(C)CN(C)CCN(C)C)cc1 | -5 | 7 | 10 | 19 | -8 | -1 |
| 3 | CCCCCCCC(CCCCCCC)(C(=O)OCC)C(=O)OCC | 9 | 0 | 7 | 1 | -38 | -2 |
| 4 | O=C1OC(c2cccc(C(F)(F)F)c2)c2ccc3ccccc3c21 (centres undefined) | 11 | 11 | 14 | 23 | 18 | 0 |
| 5 | CCCCCC1SC1CC1SC1CCCCCCCC(=O)N(CCCC)CCCC (centres undefined) | -20 | 6 | 39 | 12 | 7 | -8 |
| 6 | O=C(O)c1ccc([N+](=O)[O-])cc1C(=O)O | 2 | -3 | -19 | 13 | 45 | 17 |
| 7 | C=CCSc1n[nH]c(-c2cccs2)n1 | 24 | 4 | -12 | -5 | -10 | -25 |
| 8 | N#COc1ccc(-c2ccccc2)cc1 | -12 | -9 | -39 | 1 | -15 | -8 |
| 9 | CCOC(=O)CCC(=O)C(=O)OCC | 13 | 1 | 13 | 20 | 21 | -25 |
| 10 | O=c1[nH][nH]c(=O)c2c1ccc1oc3ccccc3c12 | -21 | 3 | -14 | 4 | 28 | 1 |
| 11 | O=C1NCC2(CCCCC2)O1 | 5 | -16 | 2 | -2 | 0 | -10 |
| 12 | S=C(Nc1ccc2ccccc2c1)Nc1ccc2ccccc2c1 | 14 | 5 | 22 | -2 | -31 | 11 |
| 13 | Cn1c(C=O)cc2c(Cl)nccc21 | -12 | -10 | -36 | -1 | -55 | -17 |
| 14 | COc1ccc2nc(C#N)sc2c1 | 24 | 23 | 16 | 14 | 14 | 14 |
| 15 | O=Cc1c[nH]c2ccc(F)cc12 | 21 | 20 | 10 | 23 | 14 | -19 |
| 16 | C=CCNC(=S)N/C=C\c1c(C(=O)O)cc([N+](=O)[O-])cc1[N+](=O)[O-] | -31 | 3 | -8 | 6 | -23 | -24 |
| 17 | NC(=O)CNCC1Cc2ccccc21 (centres undefined) | 0 | 5 | 22 | 7 | -16 | 7 |
| 18 | CC(C)CC1NC(=S)N(c2ccccc2)C1=O (centres undefined) | -14 | -8 | -11 | -25 | -10 | -18 |
| 19 | COc1ccc(/C=C2/C(=O)N(c3ccccc3)N=C2C)cc1 | 17 | 17 | 22 | 22 | 0 | -2 |
| 20 | CC1(C)CCC[C@@]2(C)C1C[C@H](O)[C@@]1(C)O[C@@](C)([C@H](O)CO)CCC21 (some centres undefined) | 56 | 29 | 29 | 71* | 69 | 33 |
| 21 | O=c1cn[nH]c2c(Br)cc(Br)cc12 | -2 | -10 | 12 | 16 | 3 | 0 |
| 22 | COc1ccc(N2C(=O)C(=O)C3(CCCCC3)C2=O)c2ccccc12 | -16 | 1 | -6 | 0 | 11 | -26 |
| 23 | CCCCCCCCCCCCCCCC[N+](C)(C)CCl | 82* | 87* | 86* | 80* | 89* | 90* |
| 24 | N#CCCCCNC(=O)C1CCC(=O)N1 (centres undefined) | 43 | 53 | 25 | 66 | 44 | 32 |
| 25 | O/N=C(\c1ccc(O)cc1)c1ccc(/C(=N\O)c2ccc(O)cc2)cc1 | 12 | -4 | -3 | 8 | 5 | -3 |
| 26 | C/C(=N\[N+](C)(C)C)c1ccc(C)c(C)c1 | -23 | -56 | 9 | -5 | 18 | -38 |
| 27 | O=C(O)CCCCC(=O)c1cc(O)ccc1O | 3 | -15 | 15 | -3 | -53 | 10 |
| 28 | OCc1ccccc1CN1CCCC1 | 18 | 8 | 9 | -14 | -40 | 1 |
| 29 | CCC(=O)C1C(=O)c2ccccc2C1=O | -18 | 6 | 21 | 20 | -14 | -13 |
| 30 | CCOC(=O)c1ccc(OCC)cc1 | 13 | 2 | 18 | 11 | 8 | 12 |
| 31 | CCCCCCCCCCS(C)(=O)=O | -7 | -25 | -19 | -25 | -16 | -4 |
| 32 | CC(=O)c1ccc([N+](=O)[O-])[nH]1 | -33 | -4 | -16 | -5 | -4 | 23 |
| 33 | CN(C)CCCCN1CCc2c(n(C)c3ccccc23)C1=O | -7&10 | 41&21 | 9&4 | 32&-36 | -3&6 | 12&1 |
| 34 | CN(CCS)C(=N)N | 3 | -1 | 5 | -11 | 8 | -15 |
| 35 | CC(=O)OC/C(=C/C#N)C1CCC2C3CCC4CC(OC(C)=O)CCC4(C)C3CCC12C (centres undefined) | 45 | 22 | 47 | 58 | 40 | 31 |
| 36 | S=c1nc(N2CCCCC2)ss1 | 97* | 46 | 95* | 97* | 58 | 66 |
| 37 | CCCCCCCCO[Si](OCCCCCCCC)(OCCCCCCCC)OCCCCCCCC | -17 | -15 | -25 | -21 | 7 | -26 |
| 38 | CC1(C)Oc2ccc3c(=O)cc(-c4ccc(F)cc4)oc3c2C1C(=O)O (centres undefined) | -12 | 8 | -2 | -29 | -9 | -17 |
| 39 | CCCCCCCCCCCCCCCCCCNC(=O)Nc1cccc(O)c1 | 15 | -2 | -4 | 25 | -24 | 18 |
| 40 | CCOC(C[N+](C)(C)C)OCC | 2 | 30 | 10 | 0 | 8 | -26 |
| 41 | COC(=O)c1nc2nnc(N)n2c(-c2ccc(Cl)cc2)c1C | 7 | -4 | -6 | 1 | -16 | 11 |
| 42 | Oc1ccc(Cl)cc1C=Nc1ccc2c(c1)OCO2 | 13 | 3 | 18 | 17 | 14 | 14 |
| 43 | O=C(O)CSc1ccc2[nH]c3ccccc3c(=O)c2c1 | -21 | -23 | -10 | 10 | 1 | -22 |
| 44 | CCCCCCCCCCCCCCCCCCOC(=O)C(N)Cc1ccc(O)cc1 (centres undefined) | 13 | -14 | 2 | -4 | -16 | 10 |
| 45 | Oc1cc(O)c(O)cc1O | 1 | 5 | -5 | 1 | 3 | -4 |
| 46 | COc1cc([N+](=O)[O-])ccc1NC(=O)C(Br)C(Br)c1ccccc1 (centres undefined) | 11 | 12 | 12 | 16 | -1 | -6 |
| 47 | NS(=O)(=O)c1ccc(NC(=O)Nc2ccccc2F)cc1 | -28 | 1 | -3 | 13 | -13 | -7 |
| 48 | COc1ccc(-c2nnc(-c3nsc4ccccc34)o2)cc1 | -22 | 18 | -13 | -14 | -2 | -32 |
| 49 | N#CC(C(=S)Nc1ccccc1)=C1Nc2ccccc2N1 | -18 | -20 | 7 | -23 | -3 | -36 |
| 50 | C=C(C)COC(=O)c1c(C)cc(C)cc1C | 4 | 6 | 4 | 1 | -2 | -9 |
| 51 | CCCCCCCC(CO)CCCCC (centres undefined) | 32 | 15 | 25 | 16 | -3 | -16 |
| 52 | C/C=C/C(=O)N(CC)c1ccccc1 | 11 | 3 | 37 | 34 | -8 | -2 |
| 53 | CC(C)(C)[Si](C)(C)O/N=C\c1ccc(O[Si](C)(C)C(C)(C)C)cc1 | 13 | 18 | 13 | 12 | 22 | 10 |
| 54 | CNC(=O)Sc1ccc([N+](C)(C)C)cc1 | 20 | 19 | 10 | 30 | -8 | 0 |
| 55 | Cc1ccc(S(=O)(=O)NNC(=O)Nc2ccc(Cl)cc2)cc1 | 11 | 17 | 5 | -7 | 16 | 16 |
| 56 | CNC(=O)CCCCC(=O)NC | -3 | -11 | -6 | -19 | 6 | -8 |
| 57 | CC1(C)OC(CP(=O)(c2ccccc2)c2ccccc2)C(CP(=O)(c2ccccc2)c2ccccc2)O1 (centres undefined) | 15 | -2 | 23 | 13 | 18 | 13 |
| 58 | CSC(=S)N/N=C(\C)c1ccc[nH]1 | 80* | 90* | 84* | 86* | 73* | 91* |
| 59 | CC1=C(C(=O)NCC(C)O)CC(C(=O)NCC(C)O)=C(C)N1 (centres undefined) | -14 | 3 | -17 | -32 | -30 | -29 |
| 60 | O=C(N[C@@H](CSSC[C@H](NC(=O)OCc1ccccc1)C(=O)O)C(=O)O)OCc1ccccc1 | 9 | 3 | 16 | 3 | -4 | 1 |

Further records.
| entry | Molecule | sgs1 mgt1 | bub3 | rad50 | mlh1 rad18 | yeast cln2 rad14 | yeast mec2-1 |
| --- | --- | --- | --- | --- | --- | --- | --- |
| 61 | Cc1nn(C(=O)Cc2ccccc2)c2c1C(c1ccc3ccccc3c1O)SC(N)=N2 (centres undefined) | 0 | -2 | 2 | -7 | 2 | -5 |
| 62 | C=CCc1cn(C2CC(OC(=O)c3ccc(Cl)cc3)C(COC(=O)c3ccc(Cl)cc3)O2)c(=O)[nH]c1=O (centres undefined) | -19 | 1 | -9 | -2 | -9 | -4 |
| 63 | O=[N+]([O-])c1cnc(N(CCO)CCO)s1 | 0 | -12 | 30 | 16 | 38 | -25 |
| 64 | CN(C)CC/C(=N\Nc1ccccc1)c1ccccc1 | 6 | -3 | 40 | 40 | 15 | -8 |
| 65 | O=C(c1cccnc1)N(C1CCCCC1)C1CCCCC1 | 3 | 0 | 2 | -2 | 12 | -7 |
| 66 | COC1CC(O)C2OC(c3ccccc3)OCC2O1 (centres undefined) | 4 | -2 | -4 | -9 | -7 | 9 |
| 67 | O=C(Nc1ccccc1[N+](=O)[O-])OCCOc1ccccc1 | 7 | 31 | 2 | -10 | -7 | 21 |
| 68 | Cc1cc2c(cc1C)[n+](=O)c(C(=O)C/C(=N/OCCCc1ccccc1)C(=O)Nc1cc(Cl)ccc1Cl)c(C)n2[O-] | -7 | 9 | -35 | -10 | 19 | 2 |
| 69 | N#C/C(=C1C=C(Br)/C(=N\O)C=C\1Cl)c1ccc(Cl)cc1 | · | · | 31 | 28 | · | 5 |
| 70 | COC(=O)c1c2c(cc3c1CC1(C3)Cc3cc4c(c(C(=O)OC)c3C1)CCC4)CCC2 | -4 | -8 | 3 | 10 | -1 | -36 |
| 71 | Cc1cc(N2C(=O)CCSC2=S)c([N+](=O)[O-])cc1C | 99* | 99* | 99* | 99* | 99* | 100* |
| 72 | CCC(C)(S)CN (centres undefined) | -7 | -11 | -2 | -2 | -38 | -3 |
| 73 | CN1CCN(CCCBr)CC1 | -25 | -32 | -9 | -4 | -32 | -5 |
| 74 | CCCCCCC(O)CCCCCCCCCCC(=O)O (centres undefined) | 16 | -7 | -14 | 20 | -25 | 0 |
| 75 | CC(C)CC/C(=N\NC(N)=O)C1CCOCC1 | 9 | 0 | -3 | -4 | -7 | 14 |
| 76 | COc1cc(/C=C2/Cc3ccccc3C2=O)ccc1O | 20 | 27 | 47 | 27 | 23 | 24 |
| 77 | S=C(c1ccco1)N1CCOCC1 | 25 | 16 | 15 | 11 | 13 | 12 |
| 78 | NNc1c2ccccc2nc2ccccc12 | 94*! | 94*! | 96*! | 97*! | 92*! | 86*! |
| 79 | Nc1nnnn1NC(=O)NCCCl | -36 | -27 | -44 | -26 | -18 | -39 |
| 80 | COc1ccc(C2Oc3cc(OC)c(O)cc3[C@@H]2C)cc1 (some centres undefined) | 3 | 55 | -7 | 31 | 16 | 29 |
| 81 | O=C1CCN2C=C(Br)C=CC2=N1 | -17 | -13 | 15 | 6 | -58 | 1 |

One compound at a time (already shown). Order of screens: sgs1 mgt1	bub3	rad50	mlh1 rad18	yeast cln2 rad14	yeast mec2-1
Listed for Nc1nnnn1NC(=O)NCCCl = -36	-27	-44	-26	-18	-39
Listed for CCCCCCC(O)CCCCCCCCCCC(=O)O (centres undefined) = 16	-7	-14	20	-25	0
Listed for O=C(Nc1ccccc1[N+](=O)[O-])OCCOc1ccccc1 = 7	31	2	-10	-7	21
Listed for CC(C)CC/C(=N\NC(N)=O)C1CCOCC1 = 9	0	-3	-4	-7	14
Listed for O=[N+]([O-])c1cnc(N(CCO)CCO)s1 = 0	-12	30	16	38	-25

Compound activity deposited in PubChem by NCI.
